MT stabilizer – microtubule stabilizers in HeLa cells. hit rate 0.83% among 200,000. % tubulin-high responders, % at 10 µM. HeLa tubulin immunostaining HCS, 24 h; share of cells brighter than vehicle mean+2SD. AID 2205;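 active means plate Z-score above 3 for both tubulin-high and condensed-nucleus cell shares, with cell loss under 80%, at 10 µM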;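 further: anti alpha tubulin signal scored within the nucleus-defined area of each cell; some results filed as inactive read as strong as hits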
Hep lipid drop – modulators of hepatic lipid droplet formation. AML12 mouse hepatocytes, oleate lipid droplets, BODIPY imaging. inhibition, % at 6.5 µM. hit rate 0.4% among 240,000. AID 1656;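 active means lipid droplet intensity inhibited by at least 50%, with more than 500 cells counted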
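Test system: AML12 mouse liver cells; schedule: overnight exposure; technique: high-content imaging of BODIPY-stained droplets and DAPI nuclei; read-out: % inhibition of corrected integrated BODIPY droplet signal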
TNAP activators – stimulation of alkaline phosphatase TNAP activity – biochemical, luminescent, no phosphate acceptor, uHTS, primary screen (AID 1001); purified TNAP, luminescent activation assay, no phosphate acceptor; higher activation fold means a stronger effect; hit rate 0.03% among 200,000; activation fold at 20 µM; hits with a dose series show EC50 in µM; in the data active means activation fold from about 3, or a potency from the dose series; inactive means the rest, 99 in 100 with activation fold below about 1.6; further: many of its hits are not listed in these tables
b-catenin transl – modulators of beta-catenin nuclear translocation; nuclear translocation activity, % at 5 µM; hit rate 0.3% among 190,000; HeLa beta-catenin nuclear translocation, immunofluorescence imaging;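 active means nuclear translocation activity above 50% at 5 µM, with a well cell count of 50 or more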;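 further: per-cell ratio of nuclear to cytoplasmic median beta-catenin stain intensity; plate controls were DMSO negative control for no effect and GSK-3 inhibitor IX positive control for full effect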
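Technique: fluorescence imaging of beta-catenin antibody stain plus DAPI / Material: human HeLa cell line / Incubation: compound treatment 24 h, 37°C, 5% CO2 / Read-out basis: % activation of per-cell nuclear versus cytoplasmic median beta-catenin signal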
Myeloid diff MLP – myeloid differentiation induction. ER-HoxA9 myeloid progenitors, lysozyme-GFP differentiation, flow cytometry. calls only at 10 µM. hit rate 1% among 360,000. AID 624256;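 active means normalized GFP-positive differentiation at or above the plate's own cutoff, the solvent-only control mean plus 3 SD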;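 further: cells exposed to compound for four days before flow analysis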
human PMI inhibition – MPI enzyme activity inhibition – biochemical, fluorescence intensity, coupled assay, primary screen (AID 1209); one-dose inhibition, % at 20 µM; IC50 in µM for titrated hits; purified PMI enzyme, coupled fluorescence intensity; higher % means a stronger effect; hit rate 0.42% among 190,000; in the data active means inhibition above about 50%;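 further: plate controls were DMSO vehicle for no effect and wells lacking substrate for full effect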
Insulin prom up – MIN6 insulin promoter up-regulation | MIN6 insulin promoter-GFP reporter, high-content imaging; stronger effect = higher value | AID 1625 | hit rate 0.3% among 190,000 | z-score at 5 µM;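 active means z-score above 3 at 5 µM with at least 500 cells counted in the well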
Dynein cargo inh – dynein cargo transport inhibition; 3617.4 mouse cells, GR-EGFP nuclear translocation imaging; test concentration mostly 20 µM; stimulated with dexamethasone, 1 µM; stronger effect = lower value; z-score, hits read low; hit rate 0.47% among 220,000; AID 1381;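 active means plate z-score of nuclear minus cytoplasmic receptor signal below a set negative limit, without overly bright fluorescence or cell loss, cut at about -3.5 in these data, passing the limit was not always enough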;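 further: z-score of nuclear minus cytoplasmic ring GR-EGFP intensity difference per well; some compounds called inactive have numbers as strong as hits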
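Medium: Induction medium lacking tetracycline, stripped serum | Probe or stimulus: 1.0 µM final dexamethasone stimulus | Schedule: 48 h induction, then 1 h compound, then 30 min agonist, 37 °C | Signal: Automated 10x imaging of fixed Hoechst-stained cells | Evaluation: Per-cell GR-EGFP intensity, nucleus versus surrounding cytoplasmic ring, well-averaged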
T cell modulator – T cell immune modulation candidate; 2C CD8+ T cell-vesicle binding, flow cytometry; stronger effect = lower value; calls only at 7 µM; hit rate 0.068% among 330,000; AID 2052;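 active means response, share of CD8 T cells binding vesicles, and their 90th percentile fluorescence all below set limits, cut at about 80% in these data, passing the limit was not always enough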
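Test system: purified 2C TCR transgenic mouse naive CD8+ T cells. Probe or stimulus: QL9-peptide-loaded Drosophila micro-vesicles bearing Ld, ICAM-1 and B7-1. Incubation: binding step 1.5 h, 37 °C, antibody labelling 20 min, ice. Measured by: flow cytometry of vesicle-bound cells.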
Dynein cargo inh cytoplasmic EGFP – also measured in Dynein cargo inh; calls as there; z-score; measured here: cytoplasmic GR-EGFP intensity; stronger effect = higher value
Dynein cargo inh nuclear GR-EGFP – further read-out of Dynein cargo inh, marked with its call; z-score; measured here: nuclear GR-EGFP intensity;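 lower value marks the stronger effect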
Dynein cargo inh cell count – also measured in Dynein cargo inh; calls as there; z-score; measured here: cell count per field
Insulin prom up cell count – recorded beside Insulin prom up, whose call it bears; cell count; measured here: cytotoxicity, nuclei count;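 total cells summed across four imaged fields per well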
Hep lipid drop cells 6.5 µM – recorded beside Hep lipid drop, whose call it bears; cell count; measured here: cell count, cytotoxicity flag;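 cells counted across two imaged fields per well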
b-catenin transl cell count 5 µM – second read-out of b-catenin transl, no call of its own (marks repeat the call); cell count; measured here: cell count, cytotoxicity flag
T cell modulator vesicle-bound % – further read-out of T cell modulator, marked with its call; double positive events, %; measured here: CD8+ vesicle-bound cell fraction;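 binding gate set so that unloaded-vesicle control wells show 10% double positive cells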
MT stabilizer Hoechst-high % – also measured in MT stabilizer; calls as there; % Hoechst-high responders; measured here: nuclear condensation Hoechst responders;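 share of cells brighter than vehicle mean plus two SD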
MT stabilizer cytotoxicity % – second read-out of MT stabilizer, no call of its own (marks repeat the call); toxicity, %; measured here: cytotoxicity by cell density;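 0% = mean cell density of plate MIN control wells and 100% = no cells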
Myeloid diff MLP GFP+ MAC1+ % – further read-out of Myeloid diff MLP, marked with its call; GFP+ MAC1+ double positive, %; measured here: differentiation confirmed by MAC1 staining
An asterisk follows results filed as active; i = inactive; · = not tested or not shown; + = active, no number.

SMILES	MT stabilizer	MT stabilizer Hoechst-high %	MT stabilizer cytotoxicity %	Hep lipid drop	Hep lipid drop cells 6.5 µM	TNAP activators	b-catenin transl	b-catenin transl cell count 5 µM	Myeloid diff MLP	Myeloid diff MLP GFP+ MAC1+ %	human PMI inhibition	Insulin prom up	Insulin prom up cell count	Dynein cargo inh	Dynein cargo inh cytoplasmic EGFP	Dynein cargo inh nuclear GR-EGFP	Dynein cargo inh cell count	T cell modulator	T cell modulator vesicle-bound %
CCOc1ccccc1NC(=O)Nc1ccon1	·	·	·	-3	690	·	0.1	1316	i	0.5	·	-0.99	1027	-0.24	-0.2	-0.18	0.81	i	24
Cc1cc(C)c(C)c(S(=O)(=O)NCC(=O)NCc2ccco2)c1C	2.4	1.7	9.7	-29	664	1.1	-4.1	544	i	2.1	-4%	-0.17	1316	-0.15	-0.18	-0.38	-1.2	i	6
O=C(NCC1CCCN(C(=O)c2cscn2)C1)c1ccc(-c2ccccc2)cc1 (stereo not drawn)	2.1	1.8	5.2	-16	750	1.1	0.2	994	i	1.3	-3%	-0.56	1418	0.92	-0.14	0.68	-1.1	i	54
NS(=O)(=O)c1ccc(CCNC(=O)CSc2nc3ccsc3c(=O)n2CCCCCC(=O)O)cc1	1.8	1.9	4.9	8	703	1.1	-1.7	1103	i	0.7	-10%	0.19	1199	-0.25	0.46	0.051	-0.095	i	22
COc1ccccc1N1Cc2ccccc2C1	3.1	1.7	6.3	·	·	1	4.7	1442	i	1.5	-17%	-0.15	1304	0.61	-0.2	-0.61	-0.66	i	23
Cc1ccc2[nH]c(=O)c(CN(Cc3cccnc3)Cc3nnnn3CCN3CCOCC3)cc2c1	1.0	1.8	2.2	25	715	1.1	·	·	i	1.0	15%	·	·	0.021	-0.26	0.23	0.86	i	55
Cc1ccc(-c2ccc(=O)n(CC(=O)N3CCN(c4cc(Cl)ccc4C)CC3)n2)cc1	1.7	2.0	12	·	·	1	-3.4	1447	i	9.3	8%	-0.36	1402	-0.98	-0.22	-1.1	0.78	i	26
CCCCOC(=O)Cn1c(=O)c2c(nc(Br)n2Cc2ccccc2)n(C)c1=O	2.4	3.3	14	·	·	1.1	-5.7	1038	i	2.4	-4%	0	1352	0.011	-0.19	0.36	0.23	i	23
N#CC1=C(N)Oc2c(sc3ccccc23)C1c1ccco1 (stereo not drawn)	25*	56*	32*	·	·	0.8	46	811	+	2.5*	13%	1.2	1037	-0.94	0.88	0.066	0.51	i	55
Cc1nnsc1C(=O)NNc1ccc(Cl)cc1	·	·	·	-11	725	·	-1.0	1116	i	0.1	·	0.05	1510	-0.5	-0.23	-0.33	0.73	i	34

One compound at a time, from the list above. Order of values: MT stabilizer, MT stabilizer Hoechst-high %, MT stabilizer cytotoxicity %, Hep lipid drop, Hep lipid drop cells 6.5 µM, TNAP activators, b-catenin transl, b-catenin transl cell count 5 µM, Myeloid diff MLP, Myeloid diff MLP GFP+ MAC1+ %, human PMI inhibition, Insulin prom up, Insulin prom up cell count, Dynein cargo inh, Dynein cargo inh cytoplasmic EGFP, Dynein cargo inh nuclear GR-EGFP, Dynein cargo inh cell count, T cell modulator, T cell modulator vesicle-bound %
`CCOc1ccccc1NC(=O)Nc1ccon1` is listed with ·, ·, ·, -3, 690, ·, 0.1, 1316, i, 0.5, ·, -0.99, 1027, -0.24, -0.2, -0.18, 0.81, i, 24
`Cc1ccc(-c2ccc(=O)n(CC(=O)N3CCN(c4cc(Cl)ccc4C)CC3)n2)cc1` is listed with 1.7, 2.0, 12, ·, ·, 1, -3.4, 1447, i, 9.3, 8%, -0.36, 1402, -0.98, -0.22, -1.1, 0.78, i, 26

Later entries:
SMILES	MT stabilizer	MT stabilizer Hoechst-high %	MT stabilizer cytotoxicity %	Hep lipid drop	Hep lipid drop cells 6.5 µM	TNAP activators	b-catenin transl	b-catenin transl cell count 5 µM	Myeloid diff MLP	Myeloid diff MLP GFP+ MAC1+ %	human PMI inhibition	Insulin prom up	Insulin prom up cell count	Dynein cargo inh	Dynein cargo inh cytoplasmic EGFP	Dynein cargo inh nuclear GR-EGFP	Dynein cargo inh cell count	T cell modulator	T cell modulator vesicle-bound %
CCn1cc(C(=O)NCCCN2CCCC(C)C2)c(=O)c2cc(S(=O)(=O)N3CCc4ccccc4C3)ccc21 (stereo not drawn)	2.2	2.9	8.1	-8	722	1.1	-0.2	1074	i	0.2	8%	-0.38	1329	-1.8	-0.2	-1.1	1.4	i	28
Cc1c(Br)c([N+](=O)[O-])nn1CC(=O)Nc1cccc2nonc12	1.4	1.5	1.6	-3	662	1.1	-0.3	1102	i	0.6	2%	0	1557	1.1	-0.039	0.67	-0.89	i	14
Cc1c(Nc2cc(=O)oc3ccccc23)c(=O)n(-c2ccccc2)n1C	2.6	1.2	2.4	0	706	1.2	-0.4	993	i	1.9	2%	0.25	1763	-0.57	-0.21	-0.93	0.27	i	55
O=c1[nH]c(SCc2nc3ccccc3n2Cc2ccccc2)nc2ccccc12	2.3	1.4	3.0	14	791	1.2	·	·	i	0.7	5%	·	·	0.38	-0.21	0.87	0.34	i	40
O=C(c1ccccc1)N1N=C(c2ccco2)CC1c1cccs1 (stereo not drawn)	2.0	1.4	2.2	-18	754	1.1	-0.1	1185	i	0.4	16%	0.22	1409	1.1	-0.24	0.7	-0.43	i	50
Cc1c(NC(=O)c2nn3c(c2Br)NC(c2ccccc2)CC3C(F)(F)F)c(=O)n(-c2ccccc2)n1C (stereo not drawn)	2.0	3.6	3.3	-2	628	1	-3.7	570	i	1.7	3%	-0.82	1322	-0.65	-0.31	-0.62	1.2	i	40
CC1CCN(CCCNC(=O)c2coc3nc4ccccc4nc23)CC1	2.8	1.4	7.1	2	665	1	·	·	i	0.6	2%	-0.23	1207	-0.39	1.1	0.3	1.4	i	59
O=C(Nc1nc(-c2ccncc2)cs1)C1COc2ccccc2O1 (stereo not drawn)	12	2.2	6.5	16	721	1.1	-3.5	1223	i	0.9	62%*	-0.86	1796	2.5	0.45	1.9	-1.8	i	16
O=C(O)CCn1c(=O)[nH]c(=O)n(CCC(=O)O)c1=O	3.5	1.5	11	1	681	1.1	-4.8	1109	i	0.1	-2%	0.17	1611	-0.75	-0.36	-0.5	1	i	15
COc1ccc(C(=O)/C=C/c2ccc3c(c2)OCCO3)cc1	·	·	·	18	708	·	-0.5	1327	i	0.2	·	-0.42	1187	-0.49	-0.24	-0.15	0.37	i	36
CCOc1ccc(N2C(=O)CC(N3CCN(C(=O)CN4CCCC4)CC3)C2=O)cc1 (stereo not drawn)	2.6	2.2	7.5	·	·	1.1	-0.8	1145	i	1.9	4%	0.11	1000	2.9	-0.11	1.6	-1.9	i	27
COC(=O)c1ccc(NC(=O)c2ccccc2SC)cc1	3.2	2.1	0.6	·	·	1.1	·	·	i	1.3	-22%	·	·	0.65	-0.24	-0.67	-0.086	i	1
COc1ccc(N2CCN(C(=O)CSc3nnc4c(C)cc5cc(C)ccc5n34)CC2)cc1	3.4	3.4	14	·	·	1.2	-3.2	1077	i	1.0	17%	-1	908	0.5	-0.25	0.62	0.12	i	28
CN1C(c2ccc(F)cc2)=CS/C1=C(\C#N)c1nnc2n1-c1ccccc1SC2	4.5	3.0	6.5	·	·	1	-6.5	1052	i	2.0	-7%	0.06	1293	1.7	0.028	1.2	-2.3	i	6
CN(CCOc1ccc(Br)cc1)CC(=O)Nc1cccc(S(=O)(=O)NC2=NCCC2)c1	4.2	3.9	5.9	-7	687	1.2	-4.3	1137	i	0.2	12%	0.31	1296	-0.93	-0.32	0.014	0.63	i	58
Cc1nnc(N/N=C/c2c(O)n(-c3cccc(C(F)(F)F)c3)c(=O)c3ccccc23)[nH]c1=O	·	·	·	-14	668	·	-2.9	1182	·	·	·	-0.32	1400	-0.81	-0.23	-0.35	0.28	i	47
CCCC(=O)N1CCCC(c2nc(-c3cccs3)no2)C1 (stereo not drawn)	1.2	1.0	6.2	17	770	1.1	-1.1	1256	i	0.0	3%	-0.66	1296	0.044	-0.11	0.23	0.092	i	43
COc1ccc(C(=O)OCC(=O)Nc2ccccc2)cc1[N+](=O)[O-]	2.5	1.4	8.9	12	703	1.1	-0.7	1154	i	0.1	-9%	-0.52	1255	-0.57	0.37	0.0045	0.41	i	6
CCCCCCn1c(SCC(=O)c2ccccc2)nc2c1c(=O)[nH]c(=O)n2C	6.8	1.4	11	-9	597	1.1	1.6	1066	i	4.7	-7%	0.23	1739	-1.2	-0.12	-0.42	-0.09	i	20
COc1cccc(NC(=O)C2CCCN2C(=O)Nc2cccc(F)c2)c1 (stereo not drawn)	3.5	1.5	4.5	2	726	1.1	-1.9	1130	i	2.4	7%	0.39	1011	1	-0.16	0.67	-0.0025	i	64
COc1ccccc1N1CCN(c2cc(C)nc3nc(C)nn23)CC1	3.4	2.7	1.0	-2	709	1.1	1.9	861	i	3.1	-4%	·	·	-0.92	-0.2	-0.16	0.58	i	42
O=C(Nc1nc(-c2ccc(Br)cc2)cs1)c1cccnc1	4.8	4.0	7.1	0	699	1.2	2.0	1085	i	0.5	-14%	-0.32	1226	-0.43	0.59	0.28	-0.32	i	4
COc1ccc(C(=S)N2CCC(C(N)=O)CC2)cc1Br	2.3	2.1	12	4	687	1.3	-1.5	1156	i	0.4	4%	0.75	1241	-1.3	-0.34	-0.44	0.7	i	48
